CD11b adhes enh = enhancers of CD11b/CD18 adhesion to fibrinogen, primary screen, K562 cells, luminescence; Integrin beta-2 (Homo sapiens) + Integrin alpha-M (Homo sapiens), P05107+P11215; ATPlite luminescence; activation, % at 10 µM; actives 0.07% (n = 93,000);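 active = 10 µM primary screen giving 50% or more activity, confirmed by 40% or more on retest at that dose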; note: strong numbers were not always called active
Lung fibro prol = antiproliferative effect on LL 47 fibroblasts – human, LL 47 cells, CellTiter-Glo luminescence, primary screen; actives 1.1% (n = 85,000); viability, % at 10 µM; LL 47 human lung fibroblast viability, ATP luminescence; active compounds read low; AID 719, 2007;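 active = viability at or below 50% in the single dose screen; inactive = viability above 50%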;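 note: compound exposure lasted 72 h before the ATP readout; 100% = median luminescence of untreated cell-only wells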
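Material: human lung fibroblast line LL 47, low passage; Evaluation: viability percentage against median untreated-cell control; Buffer or medium: 15% FBS in IMEM; Incubation: 72 h compound exposure at 37 °C after overnight plating; Dosing: 0.1% DMSO in all compound wells; Measured by: CellTiter-Glo luminescence.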
HUVEC prolif 384 = inhibitors of HUVEC proliferation, primary screen, cell-based, 384-well | CellTiter-Glo luminescence, 72 h; active compounds read low | viability, % at 10 µM (by protocol) | actives 1.1% (n = 86,000);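 active = viability at or below 30%; inactive = viability above 30%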;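 note: 100% = median luminescence of DMSO-only cell control wells on each plate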
ERa coact inh = ERα–SRC-1 coactivator interaction inhibitors, primary screen, biochemical, TR-FRET, ERα LBD, estradiol-bound | inhibition, % at 25.6 µM | Estrogen receptor (Homo sapiens), P03372 | TR-FRET ER-alpha LBD / SRC-1 peptide | actives 1.7% (n = 86,000); in the data active = inhibition above about 50%;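 note: 0% = receptor plus peptide control and 100% = peptide only without receptor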
Target sequence (P03372 whole entry, looked up, the tested form may be a part): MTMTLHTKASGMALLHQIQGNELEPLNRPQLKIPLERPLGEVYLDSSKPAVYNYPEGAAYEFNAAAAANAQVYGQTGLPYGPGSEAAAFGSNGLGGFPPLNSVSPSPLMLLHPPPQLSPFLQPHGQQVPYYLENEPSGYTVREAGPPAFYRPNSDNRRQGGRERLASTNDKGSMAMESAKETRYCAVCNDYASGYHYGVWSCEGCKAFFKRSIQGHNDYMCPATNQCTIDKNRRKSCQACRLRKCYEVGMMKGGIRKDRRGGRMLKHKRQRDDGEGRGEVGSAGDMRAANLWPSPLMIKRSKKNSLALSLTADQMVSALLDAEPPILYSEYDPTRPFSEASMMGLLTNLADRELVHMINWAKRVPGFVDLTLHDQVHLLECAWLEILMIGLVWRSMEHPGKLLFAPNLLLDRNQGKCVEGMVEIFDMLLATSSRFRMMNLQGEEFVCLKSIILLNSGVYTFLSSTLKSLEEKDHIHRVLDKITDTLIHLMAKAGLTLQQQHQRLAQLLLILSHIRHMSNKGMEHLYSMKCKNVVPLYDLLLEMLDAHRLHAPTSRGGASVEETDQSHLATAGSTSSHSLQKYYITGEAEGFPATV
Mac1 fbg inh = inhibitors of CD11b/CD18 adhesion to fibrinogen, primary screen, K562 cells, luminescence | Integrin beta-2 (Homo sapiens) + Integrin alpha-M (Homo sapiens), P05107+P11215 | ATPlite luminescence; Mn2+ added to activate the integrin | inhibition, % at 10 µM | actives 0.54% (n = 93,000) | AID 1497, 2009;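 active = primary inhibition of 50% or more at 10 µM, then 40% or more on retest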; note: some results filed as inactive read as strong as hits
CYP2C19 inhib = blockers of cytochrome P450 2C19 activity – biochemical, luminescence, ADME assay, primary screen. inhibition, % at 5 µM. AID 778, 2007. CYP2C19 Supersomes, luciferin-H EGE luminescence, 30 min. actives 21% (n = 96,000). P33261;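 active = CYP2C19 inhibition above a set limit at 5 µM in the primary screen, cut at about 50% in these data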;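 note: plate controls were negative control wells for no effect and 2.5 mM tranylcypromine positive control for full effect; values of inactives mirror those of a sister screen read the other way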
Target sequence (P33261 whole entry, looked up): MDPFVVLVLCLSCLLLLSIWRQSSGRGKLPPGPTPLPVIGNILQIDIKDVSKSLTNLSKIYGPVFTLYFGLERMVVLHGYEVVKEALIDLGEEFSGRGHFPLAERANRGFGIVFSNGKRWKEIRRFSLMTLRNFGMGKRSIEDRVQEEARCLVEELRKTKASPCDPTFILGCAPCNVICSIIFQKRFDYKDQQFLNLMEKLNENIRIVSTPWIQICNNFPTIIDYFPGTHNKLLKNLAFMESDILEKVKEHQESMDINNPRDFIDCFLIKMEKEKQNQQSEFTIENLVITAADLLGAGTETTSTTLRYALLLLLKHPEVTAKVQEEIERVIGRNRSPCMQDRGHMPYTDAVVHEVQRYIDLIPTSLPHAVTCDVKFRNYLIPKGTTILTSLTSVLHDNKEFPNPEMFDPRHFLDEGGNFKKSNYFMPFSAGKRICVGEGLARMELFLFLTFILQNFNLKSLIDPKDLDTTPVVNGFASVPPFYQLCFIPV
ERa SRC1 pot = enhancers of ERα–SRC-1 coactivator binding, primary screen, biochemical, TR-FRET, ERα LBD, low estradiol; actives 1.3% (n = 86,000); coactivator binding (% of control), % at 25.6 µM; TR-FRET ERalpha-LBD/SRC-Cy5 coactivator binding, 2 h; 100 = basal binding, no effect; Estrogen receptor (Homo sapiens), P03372; in the data active = activity above about 200%;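 note: binding measured in presence of low estradiol as agonist stimulus; 0% = peptide alone without receptor and 100% = receptor with peptide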
H69AR growth 86K = proliferation blockers of H69AR lung cancer cells, primary screen, cell-based, human, 86K library; H69AR lung tumor viability, ATP luminescence, 72 h; active compounds read low; actives 6% (n = 85,000); viability, % at 10 µM;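 active = viability at or below 40%; inactive = viability above 40%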;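 note: multidrug resistant small cell line overexpressing MRP-1 efflux transporter; 100% = mean luminescence of untreated control wells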
CYP2C19 act = human CYP2C19 activators, primary screen, biochemical, luminescence; Cytochrome P450 2C19 (Homo sapiens), P33261; recombinant CYP2C19, luciferin-H EGE luminescence; active compounds read high; 0 = fully inhibited enzyme, 1 = untreated enzyme; activation factor at 5 µM; 96,000 tested, under 10 active; AID 1025, 2008;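 active = activation factor of at least 2 at 5 µM in the primary screen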;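 note: 0 = wells with 2.5 mM tranylcypromine and 1 = vehicle-only wells; values of inactives mirror those of a sister screen read the other way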
* hit, by the source's call; . = no result given; [ ] = dose if it differs, or a comment.

SMILES	CD11b adhes enh	Lung fibro prol	HUVEC prolif 384	ERa coact inh	Mac1 fbg inh	CYP2C19 inhib	ERa SRC1 pot	H69AR growth 86K	CYP2C19 act
N#CC1=C(SCC(=O)NC23CC4CC(CC(C4)C2)C3)NC(=O)C(C#N)C12CCCCC2 (stereo not drawn)	.	80	56	-11	.	.	93[fluorescence artefact?]	9.1*	.
CCc1nc(N)c(C#N)c(-c2ccc(F)cc2)c1C	-3	105	100	19[fluorescence artefact?]	-6	36	90[fluorescence artefact?]	92	0.6
Cn1cc(-c2nc3ccccc3[nH]2)c2ccccc21	1	94	77	0	1	13	73[fluorescence artefact?]	49	0.9
Cc1cc2cc(CNC(=O)c3ccc4c(c3)OCO4)ccc2n1C	0	100	101	46	8	72*	136[fluorescence artefact?]	88	0.3
CCC(CC)C(=O)Nc1nnc(SCC(=O)N2CCN(c3ccccc3OC)CC2)s1	0	95	87	-1	18	50*	111	.	0.5
CCNc1nc(Oc2ccc(=O)n(C)n2)nc(N2CCOCC2)n1	2	101	92	-1	-46	9	105	95	0.9
COc1ccccc1NC(=O)Nc1ccc(Br)cn1	1	95	87	-1	-4	4	107	62	1
O=C(CCCSc1nc(-c2ccco2)cc(C(F)(F)F)n1)NCc1cccs1	5	102	104	-6	3	26	106[fluorescence artefact?]	70	0.7
CCC(=O)Nc1ccc(-c2nc(-c3ccccc3)n(CC(=O)N3CCCCC3)n2)cc1	-1	96	85	-2	-9	7	101	79	0.9
Cc1cc(-c2nnco2)c(C)n1-c1ccccc1	1	96	97	4	10	48	71[fluorescence artefact?]	102	0.5
CCCCn1c(SCC(=O)Nc2cccc(OC)c2)nc2ccc(N3CCOCC3)cc2c1=O	7	98	95	18	-7	83*	162[fluorescence artefact?]	67	0.2
O=C(CSc1nnc(CCCO)n1-c1ccccc1)Nc1nccs1	-1	99	108	8	3	8	118[fluorescence artefact?]	95	0.9
O=C(CN(CC1CCCO1)S(=O)(=O)c1ccc(S(=O)(=O)NCC2CCCO2)cc1)Nc1ccccc1 (stereo not drawn)	-5	94	102	6	-3	39	113	105	0.6
Cc1cccc(OCC(=O)Nc2ccc(N3CCN(S(C)(=O)=O)CC3)cc2)c1C	-2	68	52	0	11	-12	126	47	1.1
O=C1c2ccccc2NC(c2ccccn2)N1c1ccccc1F (stereo not drawn)	.	97	96	5	.	.	87	94	.
O=C(CNC(=O)C1CCCCC1)NC1=NCCS1	4	110	105	-3	-6	15	93[fluorescence artefact?]	99	0.8
Cc1ccc(CSCCNC(=O)CN2C(=O)c3ccccc3S2(=O)=O)cc1	.	95	88	-27	.	.	106	98	.
COc1ccccc1Cn1c(=O)c2ccccc2n2c(SCc3csc(C)n3)nnc12	-1	103	93	1	3	57*	125[fluorescence artefact?]	99	0.4
O=c1cc(-c2ccccc2)nc2nc(-c3ccccc3)[nH]n12	-4	.	.	.	-47	-1	.	.	1
CC(C)Cc1n[nH]c(=O)[nH]1	-5	97	100	-3	-13	8	108	86	0.9
CSc1nc(N(C)NC(=O)c2ccc(F)cc2)c2ccccc2n1	-2	.	.	.	-32	12	.	.	0.9
Cn1nc(C(F)(F)F)c(C(=O)Nc2ccc(F)cc2F)c1Oc1cccc(Cl)c1	-1	.	.	.	-1	14	.	.	0.9
CCn1c(CNc2ccc(F)cc2)nnc1SCC(=O)Nc1ccc(OC)cc1OC	-5	103	109	-6	5	50*	121	100	0.5
CCN(CC)CCCNC(=O)c1cn(C)c2ccc(S(=O)(=O)N(C)C)cc2c1=O	-6	99	98	4	-4	-6	100	93	1.1
Cc1c(Cl)c(C(=O)NNC(=S)NCc2ccco2)nn1C	.	100	113	-11	.	.	95	106	.
Further compounds follow:
SMILES	CD11b adhes enh	Lung fibro prol	HUVEC prolif 384	ERa coact inh	Mac1 fbg inh	CYP2C19 inhib	ERa SRC1 pot	H69AR growth 86K	CYP2C19 act
OCCN1CCN(C(c2cccs2)c2ccc3cccnc3c2O)CC1 (stereo not drawn)	5	58	57	69*[fluorescence artefact?]	-10	-7	131[fluorescence artefact?]	40	1.1
COc1ccc(NC(=O)CSc2nc(C)cc(C)n2)cc1	0	103	99	1	0	87*	98[fluorescence artefact?]	96	0.1
O=C(c1ccco1)N1CCN(c2ncnc3scc(-c4ccc(F)cc4)c23)CC1	.	69	87	-1	.	.	107	24*	.
CCOC(=O)N1CCC2(CC1)C(C#N)=C(N)Oc1c2c(C)nn1-c1cccc(Cl)c1	-10	116	94	-4[fluorescence artefact?]	88*	30	86	80	0.7
O=C(O)CCC(NS(=O)(=O)c1ccc(-c2ccccc2)cc1)C(=O)O (stereo not drawn)	9	97	108	1	0	-3	89	107	1
CCOC(=O)N1CCN(S(=O)(=O)c2ccc(OCC(=O)OC)c(C)c2)CC1	.	91	88	-2	.	20	104	89	0.8
Cc1cc(C)nc(NS(=O)(=O)c2ccc(NC(=S)NC(=O)CC(C)C)cc2)n1	.	102	95	0	.	.	117[fluorescence artefact?]	111	.
CCCOc1ccc(S(=O)(=O)n2cc(Br)c(=O)[nH]c2=O)cc1	-6	105	87	-1	8	27	116	94	0.7
O=C(/C=C/c1ccc([N+](=O)[O-])cc1)NCc1cccnc1	1	.	.	.	5	4	.	.	1
CCN(CC(=O)Nc1ccc2c(c1)OCCO2)c1nc(-c2cccnc2)nc2ccccc12	-1	95	72	19	3	66*	77[fluorescence artefact?]	76	0.3
C=CCN1CC(O)=C(c2ccccc2)C1=N	-1	99	91	3	4	6	114	99	0.9
O=C(O)c1cc(-c2cccs2)nc2cc3c(cc12)OCCO3	7	98	101	-8	0	-18	103	92	1.2
Cc1ccc(-n2ncc3c(NCc4ccco4)ncnc32)c(C)c1	2	82	84	10	-2	5	86	57	1
c1ccc(-c2cn3c(n2)CCc2ccc4cccnc4c2-3)cc1	-4	82	77	12	-10	16	107[fluorescence artefact?]	49	0.8
CCOC(=O)CSC(CC)C(=O)Nc1nnc(CC)s1 (stereo not drawn)	2	97	95	3	-29	-4	122	80	1
O=c1c(-c2ccco2)[n+]([O-])c2ccccc2n1OCc1ccccc1F	-4	110	103	-8	4	27	96	82	0.7
CN(CCC(=O)Nc1ccc(Br)cc1)Cc1ccccc1	-2	99	60	-3	1	26	114	80	0.7
c1ccc(-c2nnc(-c3ccccn3)nc2NC2CCCCC2)cc1	-1	19*	18*	4	-3	-1	92	37*	1
COc1ccccc1/C=N/n1c(N)c(S(=O)(=O)c2cccs2)c2nc3ccccc3nc21	98	81	78	-4	40	-11	109	69	1.1
CCOc1ccc(OCC)c(NC(=O)CSc2nc3c(c(=O)n(C)c(=O)n3C)n2C(C)C)c1	-8	76	93	14[fluorescence artefact?]	7	8	99	46	0.9
CCCSc1nnc(NC(=O)Nc2ccc(F)cc2)s1	-9	47*	47	11[fluorescence artefact?]	98	15	247*	11*	0.9
CC(=O)Nc1cc2c(cc1C(=O)c1ccccc1)OCCO2	2	96	88	28[fluorescence artefact?]	-3	30	67	80	0.7
Cc1ccc(NC(=O)c2oc3ccc(S(=O)(=O)N4CCOCC4)cc3c2C)cc1C	.	83	60	11	.	.	93[fluorescence artefact?]	37*	.
COc1ccc(C=O)cc1COc1ccc(F)cc1F	-2	.	.	.	4	24	.	.	0.8
Cc1nc2ccccc2nc1N1CCC(C)CC1	4	101	110	1	-4	20	94[fluorescence artefact?]	101	0.8

Grouped by structure, the entries above containing a COOH group (two)
SMILES	CD11b adhes enh	Lung fibro prol	HUVEC prolif 384	ERa coact inh	Mac1 fbg inh	CYP2C19 inhib	ERa SRC1 pot	H69AR growth 86K	CYP2C19 act
O=C(O)CCC(NS(=O)(=O)c1ccc(-c2ccccc2)cc1)C(=O)O (stereo not drawn)	9	97	108	1	0	-3	89	107	1
O=C(O)c1cc(-c2cccs2)nc2cc3c(cc12)OCCO3	7	98	101	-8	0	-18	103	92	1.2

The listing continues:
SMILES	CD11b adhes enh	Lung fibro prol	HUVEC prolif 384	ERa coact inh	Mac1 fbg inh	CYP2C19 inhib	ERa SRC1 pot	H69AR growth 86K	CYP2C19 act
Cc1cccc(-n2c(CCCN3C(=O)c4ccccc4C3=O)nc3ccccc3c2=O)n1	-3	92	89	-6	-6	52*	112	94	0.5
Cc1ccc(S(=O)(=O)N2CCCC2C(=O)Nc2nc3c(s2)CCCC3)cc1 (stereo not drawn)	-3	103	110	7[fluorescence artefact?]	24	46	90	71	0.5
CC(C)CCN1CN(S(=O)(=O)c2cccs2)c2nc3ccccc3nc21	-1	94	80	-4	-13	12	111[fluorescence artefact?]	37*	0.9
CCN(Cc1ccccc1)C(=O)CSc1nc(C)cc2c1C(=O)OC2	-6	.	.	.	4	72*	.	.	0.3
CCOC(=O)CSC(CC)C(=O)Nc1nnc(C(C)C)s1 (stereo not drawn)	.	103	91	3	.	.	94[fluorescence artefact?]	95	.
CCOC(=O)N1CCN(CC(=O)Nc2ccc(OC)cc2)CC1	4	99	102	-4	-7	-19	112	91	1.2
Cc1cccc(C)c1OCc1n[nH]c(=S)o1	.	101	80	-6	.	.	107	90	.
CCOC(=O)C(CC)n1cnc2c(nnn2-c2ccc(C)cc2)c1=O (stereo not drawn)	-1	100	97	-33	-12	17	100	97	0.8
COc1cccc(NC(=O)CNC(=O)c2ccccc2)c1	0	102	100	-15	-14	50*	114	74	0.5
CCOc1ccc(-n2c(N)c(-c3nc4ccccc4[nH]3)sc2=S)cc1	3	74	54	16	-2	-3	89[fluorescence artefact?]	22*	1
CCOc1ccccc1NC(=O)CC1Nc2cc(C)c(C)cc2NC1=O (stereo not drawn)	28	.	.	.	0	17	.	.	0.8
Cc1cccc(-n2c(O)c(C=Nc3ccc4c(c3)OCO4)c3ccccc3c2=O)n1	4	91	90	71*[fluorescence artefact?]	7	18	49[fluorescence artefact?]	77	0.8
O=S(=O)(N1CCOCC1)n1nnc2ccccc21	-2	101	104	-6	-36	33	88	111	0.7
N/C(Cc1cccs1)=N\OC(=O)COc1ccc(Br)cc1	-5	96	98	3	-8	6	107	97	0.9
CCc1cccc(NC(=O)c2snc3c(=O)[nH]cnc23)c1	3	98	105	-7[fluorescence artefact?]	-13	9	127[fluorescence artefact?]	82	0.9
O=C(NC1CCCCC1)c1ccc(CNc2ccccc2)o1	3	94	90	4[fluorescence artefact?]	-3	62*	155	89	0.4
Cn1cc(CNC(=O)C2c3ccccc3Oc3ccccc32)cn1	.	105	109	-7	.	26	98	98	0.7
COc1ccc(CN2CCN(c3cc(C)nc4c5c(C)cc(C)nc5nn34)CC2)cc1F	-2	77	69	16	13	-9	197	68	1.1
CCSc1nnc(NC(=O)NC(CC)(C(F)(F)F)C(F)(F)F)s1	-8	63	45	-4	99	9	98	14*	0.9
CCN(CC)C(=O)C1CCCN(Cc2cccc(F)c2)C1 (stereo not drawn)	0	106	89	-5	7	11	107	94	0.9
CCC(=O)c1ccc(O)cc1	.	105	104	-1	.	.	84	86	.
CSc1ccc(Cn2nnc(C(=O)NCc3ccccc3)c2N)cc1	-4	86	77	13	0	-18	130[fluorescence artefact?]	101	1.2
CCC(C)c1c(O)nc(SCC(=O)c2ccccc2)[nH]c1=O (stereo not drawn)	-5	90	75	9[fluorescence artefact?]	2	13	97	99	0.9
Cc1ccc(SCC(=O)N2CC(C)OC(C)C2)cc1 (stereo not drawn)	0	100	91	-6	-7	69*	99	89	0.3

From PubChem BioAssay
